Screening data as filed in PubChem BioAssay.
Coupling enz = coupling enzyme interference in Giardia aldolase counter-screen | coupling enzyme system counterscreen, AmpLite Red fluorescence | activity change, negative = inhibition, % at 58.2 µM, hits read low | 290,000 compounds, 0.67% hits; in the data active = activity change below about -30%; note: % is set by controls: 0 for no effect and ±100 for the full control effect
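Coupling enzymes only (glyceraldehyde-3-phosphate) + compound, at 57.5 uM final, 10 min RT; add substrate/coupling/AmpLite Red mix, 20 min RT; fluorescence ex 525/em 598 nm. Actives flag coupling-system interference.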
Rab9 promoter act = Rab9 promoter activation; Huh7 Rab9 promoter-luciferase reporter, luminescence, 24 h; Potency, µM (top dose mostly 9.22 µM), for the others: at the top dose activation, negative = inhibition, hits mostly activators; 320,000 compounds, 2.8% hits; AID 485297; note: potency is the fitted concentration of half-maximal effect; % of control where 0% means no effect; nearly all actives have a fitted effect of over 60% in size
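Promoter activation is measured as luciferase luminescence in Huh7 cells stably transfected with a Rab9 promoter–luciferase construct, following 24 h compound exposure at 37 °C and 10 min reagent incubation at ambient temperature.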
NPC1 promoter act = activators of NPC1 promoter | Huh7 NPC1 promoter luciferase reporter, 24 h | Potency, µM (doses to about 9.22 µM), for inactives: at the highest dose activation, hits mostly activators | 320,000 compounds, 2.4% hits | AID 485313;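 note: potency is the fitted concentration of half-maximal effect; % of control where 0% means no effect; nearly all actives have a fitted effect of over 60% in size; reporter is driven by a mutant NPC1 promoter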
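Compounds in DMSO were transferred onto Huh7 NPC1-luciferase reporter cells pre-incubated 2 h; after 24 h at 37 °C, Amplite reagent was dispensed and luminescence recorded 10 min later.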
FLuc modulator = firefly luciferase modulation, counter-screen for miR-21 project; P08659; purified FLuc, Km substrates, luminescence inhibition; Potency, µM (series often up to 57.5 µM), without a hit: at the highest dose activity change, negative = inhibition, most hits filed as inhibitors; 360,000 compounds, 6.9% hits; AID 588342;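 note: potency is the fitted concentration of half-maximal effect; plate controls were vehicle for no effect and reference inhibitor for full effect; nearly all actives have a fitted effect of over 55% in size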
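Biochemical qHTS of compounds, final roughly 60 µM downward over six points, against 10 nM purified firefly luciferase using Km concentrations of substrates (10 uM D-luciferin, 10 uM ATP) in Tris acetate pH 7.5 buffer; luminescence output.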
ELG1 genotoxic = inducers of genotoxicity in HEK293T ELG1-luciferase cells | 330,000 compounds, 1.3% hits | AID 504466 | HEK293T ELG1-luciferase reporter, luminescence, 16 h | Potency, µM (titrated, usually from 46 µM), without a hit: top-dose activity change, positive = activation, actives largely listed as activators; note: potency is the fitted concentration of half-maximal effect; % of control where 0% means no effect; nearly all actives have a fitted effect of over 60% in size
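Quantitative HTS format in 1536-well plates. HEK293T ELG1-luciferase reporter cells receive test compound and are incubated 16 hr at 37 °C, 5% CO2; ONE-Glo added, 30 min room temperature, then luminescence read.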
KCNH2 3.1 inh = KCNH2 3.1 (human) potassium channel inhibition | activity change, % (tested at about 1.8 µM) | U2OS KCNH2 3.1, thallium flux FluxOr; active compounds read low | 340,000 compounds, 0.95% hits;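 active = maximum activity change below -70%; inconclusive = maximum activity change from -70% to -50%; inactive = maximum activity change above -50%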;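 note: thallium influx rate constant from kinetic fluorescence after stimulation buffer; % is set by controls: 0 for no effect and ±100 for the full control effect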
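Virally transduced U2OS (3.1 isoform, 4 h infection in dark at RT) → overnight 37 C → FluxOr + Red40 in HBSS/HEPES, 45 min → stimulation buffer, 2 min kinetic read → rate constant vs DMSO controls.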
Tb PFK inh = blocks T. brucei phosphofructokinase. O15648. T. brucei PFK, ADP-Glo luminescence. Potency, µM (titrated, usually from 57.5 µM), inactives show at the top dose activity, negative = inhibition, hits mostly inhibitors. 330,000 compounds, 0.17% hits. AID 485367;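 note: potency is the fitted concentration of half-maximal effect; 0% = uninhibited 1x PFK enzyme wells and -100% = no-enzyme wells; nearly all actives have a fitted effect of over 60% in size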
Target sequence (O15648 whole entry, looked up): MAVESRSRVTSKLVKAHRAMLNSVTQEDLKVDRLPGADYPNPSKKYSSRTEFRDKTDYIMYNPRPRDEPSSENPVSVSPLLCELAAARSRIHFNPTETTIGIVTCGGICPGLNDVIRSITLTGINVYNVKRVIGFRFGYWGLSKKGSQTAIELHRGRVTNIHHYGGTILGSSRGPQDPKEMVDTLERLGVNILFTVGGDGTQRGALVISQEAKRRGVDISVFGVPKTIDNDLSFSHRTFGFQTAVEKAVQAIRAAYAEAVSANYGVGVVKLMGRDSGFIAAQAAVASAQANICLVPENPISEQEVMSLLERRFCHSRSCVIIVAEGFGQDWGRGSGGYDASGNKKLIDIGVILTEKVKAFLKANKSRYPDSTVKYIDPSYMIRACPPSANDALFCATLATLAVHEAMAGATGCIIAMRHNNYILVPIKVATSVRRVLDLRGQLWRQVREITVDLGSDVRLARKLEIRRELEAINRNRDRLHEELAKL
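In TEA buffer at pH 8.0 with 5 mM MgCl2, enzyme (1.25 nM) converted F6P (0.5 mM) and ATP (0.1 mM) for 45 min at room temperature. ADP product was read by luciferase luminescence.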
RORg inh = inhibitors of mouse ROR gamma transcriptional activity. P51450. Drosophila S2 Gal4-RORgamma UAS-luciferase reporter, 20 h. Potency, µM (series often up to 53.6 µM), for inactives: at the highest dose activity change, negative = inhibition, usual class: inhibitors. 310,000 compounds, 5.4% hits; note: potency is the fitted concentration of half-maximal effect; % is set by controls: 0 for no effect and ±100 for the full control effect; nearly all actives have a fitted effect of over 60% in size
Target sequence (P51450 whole entry, looked up, the tested form may be a part): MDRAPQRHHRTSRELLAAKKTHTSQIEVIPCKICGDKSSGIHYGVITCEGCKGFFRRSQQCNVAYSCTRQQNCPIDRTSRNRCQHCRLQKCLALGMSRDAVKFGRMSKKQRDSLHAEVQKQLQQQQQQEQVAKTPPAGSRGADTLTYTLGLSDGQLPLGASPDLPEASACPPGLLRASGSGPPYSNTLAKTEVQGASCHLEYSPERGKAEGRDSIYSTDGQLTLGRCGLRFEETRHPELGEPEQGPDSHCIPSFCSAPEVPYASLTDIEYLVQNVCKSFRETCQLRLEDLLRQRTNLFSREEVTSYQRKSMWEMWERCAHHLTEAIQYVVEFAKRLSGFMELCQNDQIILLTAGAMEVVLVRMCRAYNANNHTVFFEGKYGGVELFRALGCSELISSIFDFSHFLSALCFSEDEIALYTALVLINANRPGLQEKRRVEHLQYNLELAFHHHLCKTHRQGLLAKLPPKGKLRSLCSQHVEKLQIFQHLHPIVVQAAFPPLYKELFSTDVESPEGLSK
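Compounds are pin-transferred onto Drosophila Schneider cells expressing a copper-inducible Gal4–ROR gamma transactivation domain fusion. After 1 hr, copper sulfate is added to 700 uM final; luciferase is read 20 hr later.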
Giardia killer = kills Giardia lamblia. Giardia lamblia trophozoite viability. activity change, % at 7.66 µM, hits read low. AID 540267. 340,000 compounds, 0.15% hits; in the data active = activity change below about -80%; inconclusive = between about -30% and that limit;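 note: parasites exposed to compound for two days anaerobically before the ATP read; % is set by controls: 0 for no effect and ±100 for the full control effect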
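Trophozoites 100 cells/well + cpd; 48 hrs, 37 deg C, anaerobic. ATPLite 1-Step added, 15-30 min RT, luminescence read (ATP-based viability).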
Gal4-VP16 FLuc = inhibits Gal4-VP16 luciferase reporter, ROR gamma counter-screen; Drosophila S2 Gal4-VP16 UAS-luciferase, luminescence, 20 h; Potency, µM (highest dose often 53.6 µM), inactives show at the highest dose activity, negative = inhibition, hits mostly inhibitors; 310,000 compounds, 3.5% hits; AID 2546;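 note: Gal4-VP16 expression switched on by copper sulfate through the metallothionein promoter; potency is the fitted concentration of half-maximal effect; % is set by controls: 0 for no effect and ±100 for the full control effect; nearly all actives have a fitted effect of over 50% in size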
uPA surface inh = cell surface uPA generation inhibition | Potency, µM (doses to about 38.3 µM), inactives show at the highest dose activity change, negative = inhibition, actives largely listed as inhibitors | 330,000 compounds, 0.31% hits | cell surface uPA generation assay, qHTS; active = well fitted inhibition curve with a large enough effect; inconclusive = small, poorly fitted or top-dose-only effect; inactive = no such curve, though single readings can be large or run the other way; tested in mouse RAW 264.7 cells; note: potency is the fitted concentration of half-maximal effect; % is set by controls: 0 for no effect and ±100 for the full control effect; nearly all actives have a fitted effect of over 55% in size
An asterisk follows results filed as active; ? = inconclusive; . = no result given; [ ] = remark or other dose. Unless noted, calls come from the whole dose curve; as a rule, active = well fitted curve in the direction sought with a large enough effect; inconclusive = small, poorly fitted or top-dose-only effect, or another doubt; inactive = no such curve, though single readings can be large; an effect the other way counts as inactive or inconclusive.

SMILES | Coupling enz | Rab9 promoter act | NPC1 promoter act | FLuc modulator | ELG1 genotoxic | KCNH2 3.1 inh | Tb PFK inh | RORg inh | Giardia killer | Gal4-VP16 FLuc | uPA surface inh
CC1CC(=O)Nc2ccccc2N1C(=O)Nc1ccc(F)cc1F (stereo not given) | 0 | -4% | 0% | -1% | -1% | -5 | -3% | 1% | 15 | -6% | 6%
C/C=C/c1ccc(OCCCNC2CCCC2)c(OC)c1 | -1 | -6% | -1% | 10% | 0% | -30 | -2% | -13% | -11 | -2% | -1%
CC(C)CC(=O)Nc1ccc(Oc2ccc(NC(=O)CC(C)C)cc2)cc1 | 0 | 0% | -6% | 9% | -2% | -5 | 2% | -31% | -4 | -7% | -4%
Cc1noc(C)c1CSCC(=O)Nc1cccc(C(F)(F)F)c1 | . | . | . | . | -2% | -1 | 8% | . | -2 | . | -16%
CCCn1c(SCC(=O)C(C)(C)C)nc2ccccc21 | 1 | -2% | -2% | 1% | -4% | -4 | -6% | 11µM* | 30[activator] | ? | -1%
Cc1ccc(NS(=O)(=O)c2c(C)[nH]c(C)c2C(=O)N2CCCCC2)cc1Cl | 2 | -5% | 1% | 0% | -3% | 16 | 0% | 15% | 4 | 0% | 5%
Cc1c(NC(=O)CN2C(=O)c3cccc4cccc2c34)c(=O)n(-c2ccccc2)n1C | -2 | 14% | -2% | 9% | 1% | 3 | 2% | 38% | -9 | 0% | 4%
CCOc1ccc(S(=O)(=O)Nc2cccc(C(=O)NCC(c3ccccc3)N(C)C)c2)cc1 (stereo not given) | . | -3% | -9% | -3% | -1% | 5 | 1% | . | -12 | . | 0%
CC(C)c1ccc(NC(=O)NCc2ccc(F)cc2)cc1 | 0 | -2% | 0% | -3% | -2% | 10 | -1% | ? | 10 | 11% | -28%
CCOC(=O)N1N=C(CC)CC1(O)C(F)(F)F (stereo not given) | 3 | 1% | -5% | 11% | 1% | 12 | 3% | -43% | -2 | 3% | -1%
CCN1CCN(C(=O)c2c(-c3c(Cl)cccc3Cl)noc2C)CC1 | 2 | -3% | 2% | -1% | -4% | -4 | 3% | 0% | -5 | -3% | -2%
O=c1c2cnn(-c3ccccc3)c2nc(-c2cccs2)n1-c1ccc(Br)cc1 | 3 | -14% | -14% | -10% | 0% | -4 | -5% | 28% | 1 | 1% | 5%
CSc1nnc(SCC#N)s1 | 2 | 10% | -4% | -1% | 0% | 6 | 2% | 40% | 9 | -6% | 1%
COc1cccc(CCC(=O)Nc2cc3c(cc2C(=O)O)OCCCO3)c1OC | . | 2% | 2% | ? | 3% | -17 | 0% | . | 4 | . | 0%
CCc1ccc(N2CC(C(=O)N/N=C/c3cccc([N+](=O)[O-])c3)CC2=O)cc1 (stereo not given) | 1 | 2% | -3% | -6% | -1% | -1 | 11% | -5% | 11 | -1% | -5%
Cc1cc(C)nc(SCc2cc(=O)c(OC(=O)c3ccc(S(=O)(=O)N4CCCC4)cc3)co2)n1 | 6 | -6% | -1% | -6% | 0% | 12 | 1% | 25% | 10 | -2% | -3%
Cc1ccc(NC(=O)c2ccco2)c([N+](=O)[O-])c1 | 0 | 2.8µM* | 2.8µM* | ? | ? | 5 | -3% | -4% | -26 | 3% | -9%
COCCCNC(=O)C1CCC(CNS(=O)(=O)c2ccc3c(c2)N(C(C)=O)CCO3)CC1 (stereo not given) | . | -1% | -2% | 3% | 2% | 14 | 1% | 9% | 26 | -4% | ?
CCOC(=O)C1CCCN(c2c(NCCc3ccc(Cl)cc3)c(=O)c2=O)C1 (stereo not given) | 3 | -3% | 1% | -2% | 4% | -3 | 4% | -13% | 7 | 12% | 11%
CCOC(=O)CC1C(=O)NCCN1C(=O)c1cccc(C(F)(F)F)c1 (stereo not given) | -3 | 3% | -2% | 1% | 3% | 9 | -2% | -10% | 8 | 5% | 1%
Cc1ccc(C(=O)N/C(=C\c2cn(C)c3ccccc23)C(=O)N2CCN(C)CC2)cc1 | . | 3% | 4% | 1% | 2% | -19 | -3% | 4% | 40[activator] | -3% | -5%
N#Cc1cccnc1Nc1ccc(Cl)cc1 | 0 | 0% | 10% | 2% | 2% | 3 | 3% | 10% | -5 | -7% | -5%
O=C(Nc1nc(-c2cc(F)ccc2F)cs1)C1=COCCO1 | . | ? | 23% | ? | 10% | -11 | 0% | . | -2 | . | -2%
C=C(C)Cn1c(COc2ccccc2)nnc1SCC(=O)O | 9 | -10% | -3% | -2% | -1% | -3 | 0% | 2% | -5 | -1% | 5%
CCc1sc(C(=O)NCCc2ccc(S(N)(=O)=O)cc2)cc1Br | 1 | 6% | -4% | -1% | 5% | -14 | 1% | 20% | 1 | 2% | 0%

Following part
SMILES | Coupling enz | Rab9 promoter act | NPC1 promoter act | FLuc modulator | ELG1 genotoxic | KCNH2 3.1 inh | Tb PFK inh | RORg inh | Giardia killer | Gal4-VP16 FLuc | uPA surface inh
O=C(O)c1cn(-c2ccccc2)nc1-c1cccnc1 | 0 | 1% | -1% | -3% | 0% | 13 | 3% | 8% | 12 | -2% | .
O=C(Nc1ccc(Cl)cc1)C(c1ccccc1)N1CCOCC1 (stereo not given) | -6 | 6% | -4% | -8% | 2% | 18 | -4% | -19% | -1 | -12% | 6%
C=CCOc1ccc(C2NC(=O)c3ccccc3O2)cc1 (stereo not given) | 1 | 1% | -4% | -10% | 1% | -5 | -3% | -6% | 1 | ? | 1%
O=C(CCS(=O)(=O)c1ccc(Cl)cc1)Nc1ccccc1Br | 4 | 10% | -1% | 0% | -2% | -8 | 2% | -1% | -21 | -1% | -3%
CCOC(=O)c1cnc2c(OC)cccc2c1N1CCN(c2ccc(OC)cc2)CC1 | -10 | -3% | 2% | 3% | -38%[inhibitor] | -15 | -1% | -5% | 11 | 2.2µM* | -7%
O=C1CC(NNC(=O)c2ccccc2)C(=O)N1 (stereo not given) | 1 | -2%[1.84 µM] | 3% | -1% | 2% | -4 | -3% | 10% | 12 | 1% | 3%
CC(C)(C)NC(=O)Cn1c(=O)oc2cc(S(=O)(=O)N3CCc4ccccc43)ccc21 | 0 | 2% | 5% | 1% | -7% | 12 | 0% | 4% | 9 | -3% | 0%
Cc1n[nH]c(C)c1S(=O)(=O)N(CC(=O)Nc1ccc2c(c1)OCCO2)c1ccc(C(C)C)cc1 | -3 | 6% | 1% | -17% | -6% | 0 | 0% | ? | -11 | -9% | 7%
CN(CC(=O)Nc1ccc(F)cc1)C(=O)COc1ccccc1Cc1ccccc1 | . | 3% | -3% | -5% | -14% | 4 | 1% | . | 7 | . | 18%
Fc1ccc(-c2onc3ccc(C4OCCO4)cc23)cc1 | 0 | 6% | 6% | 8.5µM* | -5% | 18 | 0% | 4% | -3 | -11% | 3%
CCOC(=O)N1CCC(NC(=O)CSCc2nc(-c3ccc(OC)c(OC)c3)oc2C)CC1 | 2 | 4% | -1% | 4% | 1% | 4 | -2% | 15% | -29 | 2% | -2%
O=C(OCCOc1cccc(Cl)c1)c1cc(S(=O)(=O)N2CCCCC2)ccc1N1CCOCC1 | . | -23% | -12% | 4% | ? | -37 | -4% | . | -3 | . | ?
Cc1nc2cc(OCc3cc(C(=O)NC(C)c4cn(C)nc4C)no3)ccc2s1 (stereo not given) | . | 4% | 2% | -21% | -10% | -15 | 1% | 31% | 11 | -3% | 10%
Cn1cccc1Cc1nnc(SCC(=O)NC2CCCCC2)n1CCc1ccccc1 | 4 | -2% | 2% | 9% | -5% | 6 | 1% | 6% | -3 | 19% | -13%
Cc1ccc(-n2c(C)cc(C(=O)CSc3nncs3)c2C)cc1 | -33* | 0.5µM* | 1µM* | 3µM* | ? | 7 | 0% | -4% | 8 | -8% | -28%
O=C(Nc1ccc(-c2cn3ccsc3n2)cc1)C1CCCC1 | 4 | 3.2µM* | 4µM* | 1.3µM* | 1.8µM* | -31 | 3% | 1% | ? | 6% | -9%
Cc1nc(-c2ccncc2)sc1C(=O)Nc1ccc(Br)cc1 | 1 | 2% | -3% | -2% | 2% | 3 | 6% | 18% | 16 | -3% | 6%
COC(=O)C1(C(=O)OC)Sc2ccccc2C1=O | -1 | -1% | -1% | 2% | 2% | 9 | 28% | -4% | 15 | 0% | 11%
O=C(OCC(=O)c1ccc[nH]1)c1ccc(C(F)(F)F)cc1 | . | . | . | . | -1% | 4 | 2% | . | 2 | . | 5%
Cc1occc1-c1nnc(SCC(=O)Nc2ccccc2)n1C | -1 | -3% | -3% | 4% | 0% | -7 | 1% | 11% | -14 | 1% | 5%
Cc1ccc(NC(=O)COC(=O)C2(c3ccc(Cl)cc3)CCCC2)cc1 | -1 | -1% | -3% | 1% | 1% | 8 | 1% | ? | -4 | ? | -2%
